Screens (PubChem BioAssay)
Growth percent in the NCI-60 one-dose screen (48 h, 10 µM unless noted): 100 = growth as untreated, 0 = no growth, -100 = all killed.
HOP-62 – HOP-62 NSCLC | 80,000 tested, 3.9% active
CCRF-CEM – CCRF-CEM leukemia; 77,000 tested, 7% active
SR – SR leukemia cells; 73,000 tested, 8.7% active
EKVX – EKVX NSCLC; 71,000 tested, 3% active
A549/ATCC – A549/ATCC NSCLC; 81,000 tested, 3.7% active
HOP-92 – HOP-92 NSCLC cells; 71,000 tested, 6.3% active
MOLT-4 – MOLT-4 leukemia cells; AID 1794779; 80,000 tested, 6.9% active
RPMI-8226 – RPMI-8226 leukemia cells; 77,000 tested, 7.5% active; AID 1794781
* hit, by the source's call; / = not tested or not shown; & = joins results of further samples; [ ] = dose if it differs, or a comment. Rule for the calls: active = growth percent below 10; inactive = the rest.

SMILES	HOP-62	CCRF-CEM	SR	EKVX	A549/ATCC	HOP-92	MOLT-4	RPMI-8226
C#CC(C)(O)CCCCCC (stereo not given)	102.3	104.4	90.2	/	97.9	111.8	97.1	/
CCCCCOc1ccc2ccccc2c1	109.6	95.5	93.9	/	95.3	107.9	97.6	102.7
O=S(=O)(Nc1ncccn1)c1ccc(Nc2nc(O)c(/C=C3\C=Nc4ccccc43)s2)cc1	97.4	96.9	89.9	107.1	92.5	101.9	92.5	98.7
O=C(NCc1cn(Cc2ccc(F)cc2)nn1)c1cccnc1Nc1ccc(F)cc1	94.6	/	81.2	84.4	86.1	79.5	84.8	89.2
Nc1nc(=O)[nH]c2ccc(C(=O)c3ccc(Cl)cc3)cc12	104.2	97.6	79.4	96.6	104.0	/	83.2	93.1
COC(=O)/C=C(\C)Nc1ccc(Cc2ccc(N/C(C)=C/C(=O)OC)cc2)cc1	111.0	/	/	112.1	101.4	107.3	77.2	90.0
COc1ccc(Cl)cc1Nc1nc2c(s1)CCCc1cc(C(=O)NC(C)(C)C)[nH]c1-2	72.2	74.2	37.4	87.4	75.5	107.3	69.2	70.3
O=C1C(c2ccc([N+](=O)[O-])cc2)=[N+]([O-])c2cc([N+](=O)[O-])ccc21	99.6	104.1	97.3	111.2	107.4	109.0	119.5	104.5
COCC(O)CN1CCN(c2ccc(C)cc2)CC1 (stereo not given)	106.0	98.9	114.8	111.6	96.0	89.2	114.3	97.6
O=c1[nH]nc(-c2cn(-c3ccccc3)nc2-c2ccc(OCc3ccccc3)cc2)[nH]1	94.3	75.4	51.8	85.5	83.1	81.6	49.9	82.4
CCOC(=O)c1cc(Cl)nc(Cl)c1	101.4	104.9	95.6	91.5	93.1	86.7	100.3	102.4
Cc1cc(NC(=O)COCC(=O)O)no1	109.3	101.7	102.5	/	106.2	/	106.6	103.5

The last six records of the section above lead into the next.
SMILES	HOP-62	CCRF-CEM	SR	EKVX	A549/ATCC	HOP-92	MOLT-4	RPMI-8226
COc1ccc(Cl)cc1Nc1nc2c(s1)CCCc1cc(C(=O)NC(C)(C)C)[nH]c1-2	72.2	74.2	37.4	87.4	75.5	107.3	69.2	70.3
O=C1C(c2ccc([N+](=O)[O-])cc2)=[N+]([O-])c2cc([N+](=O)[O-])ccc21	99.6	104.1	97.3	111.2	107.4	109.0	119.5	104.5
COCC(O)CN1CCN(c2ccc(C)cc2)CC1 (stereo not given)	106.0	98.9	114.8	111.6	96.0	89.2	114.3	97.6
O=c1[nH]nc(-c2cn(-c3ccccc3)nc2-c2ccc(OCc3ccccc3)cc2)[nH]1	94.3	75.4	51.8	85.5	83.1	81.6	49.9	82.4
CCOC(=O)c1cc(Cl)nc(Cl)c1	101.4	104.9	95.6	91.5	93.1	86.7	100.3	102.4
Cc1cc(NC(=O)COCC(=O)O)no1	109.3	101.7	102.5	/	106.2	/	106.6	103.5
CC(CCc1ccccc1)NCC(O)c1ccc(O)c(C(N)=O)c1 (stereo not given)	116.2	104.2	/	96.6	100.9	/	93.4	114.4
Cc1cccc(C)c1N(C)N	106.1	112.9	123.3	97.8	98.4	/	116.9	107.5
Nc1nc2c(s1)CN(Cc1ccccc1)CC2	103.9	102.8	115.3	100.9	104.4	93.6	113.2	102.1
O=C(CSC(=S)N1CCCCC1)NC(=O)c1ccccc1	100.8	103.5	87.6	105.7	108.7	108.8	88.7	100.2
O=c1c2c3c(sc2nc(N/N=C/c2cn(-c4ccccc4)nc2-c2ccc(Cl)cc2)n1Cc1ccccc1)CCCC3	98.5	109.1	59.3	105.8	83.6	74.2	22.0	119.2
O=[N+]([O-])c1cccc(N=Cc2ccc3c(c2)OCO3)c1	108.9	97.0	101.9	104.4	100.8	/	89.7	103.5
COc1ccc2cc(/C=C3\N=C(c4cc(OC)c(OC)c(OC)c4)OC3=O)c(OC)nc2c1	88.9	110.7	95.8	102.9	96.7	97.7	94.8	103.9
Cc1cc2c(cc1C)NC1=C(N2)OC(c2cccc(O)c2)C1=O (stereo not given)	95.9	113.8	110.3	103.2	132.2	78.0	127.0	90.7
CC(C)=CCC[C@](C)(O)[C@H]1CC[C@]2(C)[C@@H]1CC[C@@H]1[C@@]3(C)CC[C@H](OC(=O)CCC(=O)O)C(C)(C)[C@@H]3CC[C@]12C	-5.4*[100 µM]	3.5*[100 µM]	29.0[100 µM]	45.3[100 µM]	19.5[100 µM]	13.3[100 µM]	5.9*[100 µM]	9.1*[100 µM]
c1ccc(-c2onc3ccc(-n4nncc4-c4cccs4)cc23)cc1	88.0	92.6	89.6	96.0	83.1	87.0	91.5	89.7
CCn1c(Sc2nnc(N)s2)nc2c1c(=O)n(C)c(=O)n2C	100.3	104.4	94.3	99.1	102.0	101.5	103.0	/
CCOc1cc(C2C(C#N)=C(c3cccs3)OC(NC)=C2[N+](=O)[O-])ccc1O (stereo not given)	84.1	103.3	104.9	97.4	96.9	87.7	99.5	108.6
C=C1C[C@H]2[C@@H](N(C(c3ccccc3)c3ccccc3)C(=O)C(=O)N2c2cccc(C3(C)OCC(C)(C)CO3)c2)[C@@]1(CC)NC(=O)OCc1ccccc1	84.7	65.6	73.4	65.3	42.0	66.6	31.7	44.5
COc1ccc(S(=O)(=O)N=N/C=C2\C=CC=CN2O)cc1OC	93.4	93.1	116.0	91.0	110.5	91.1	111.2	100.4
Cc1ccccc1C[P+](c1ccccc1)(c1ccccc1)c1ccccc1	32.4	24.9	22.2	29.5	29.9	-7.6*	35.7	10.0
C=C(c1ccc(C(=O)O)cc1)c1cc2c(cc1C)C(C)(C)C=CC2(C)C	71.4	88.8	82.3	46.7	26.5	52.5	79.1	64.9
C=C(CNCCO)[C@@H]1CC[C@]2(CO)CC[C@]3(C)[C@H](CC[C@@H]4[C@@]5(C)CCC(NCCc6ccc(O)cc6)C(C)(C)[C@@H]5CC[C@]43C)[C@@H]12 (stereo not given in full)	-84.4*	-28.5*	-50.6*	-75.3*	-71.3*	-66.1*	-30.3*	-51.3*
CCCCCCCCCCCCCCCCCCNC(=S)N/N=C/c1cc(Br)ccc1O	87.6	87.4	64.9	87.8	101.9	71.5	97.2	86.1
CCC(CC)N1C(=O)/C(=c2\sc3n(c2=O)C2C(NN=3)N(CC)C(=O)N2CC)c2ccccc21 (stereo not given)	29.6	15.8	5.6*	48.1	26.0	86.7	10.0	8.3*
O=C1NC(=O)/C(=C\c2cn(-c3ccccc3)nc2-c2cccc(O)c2)S1	85.3	86.1	103.9	79.4	81.5	67.5	101.0	38.5
COc1ccccc1Nc1nc(N)nc2c1CCc1occc1-2	96.7	99.9	78.8	92.9	94.0	102.3	96.9	97.4
c1ccc(N2N=NC3C4CCC(C4)C32)cc1 (stereo not given)	116.1	115.2	87.9	124.0	115.6	/	103.8	107.1
COc1ccc(/C=N/NC(=O)Cn2c(Cc3cccc4ccccc34)nc3ccccc32)cc1	89.3	91.0	/	/	95.0	100.7	69.5	88.3
O=C1CCSC(=S)N1c1ccc(Cl)cc1	104.0	102.2	110.6	95.6	98.3	108.5	99.1	96.9
Cc1cc(N)ncc1[N+](=O)[O-]	106.6	102.5	101.5	110.4	/	84.8	103.3	112.1
Cc1sc(=S)n(CC(=O)O)c1C	84.1	104.8	98.7	100.2	88.3	103.3	91.6	107.5
CCN(CC)CCOc1ccc(C#N)cc1	101.4	126.3	131.2	/	108.3	/	133.9	107.8
CCCCn1c(=O)c(/C=C/C(=O)/C=C(O)/C=C/c2cc3ccccc3n(CCCC)c2=O)cc2ccccc21	91.4	90.1	85.2	97.2	96.4	/	93.3	/
CC[C@]12C=CCN3CC[C@@]4(c5ccc(OC)cc5N(C)[C@H]4[C@@](O)(C(=O)OC)[C@@H]1OC(=O)CCC(=O)O[C@H]1CC[C@H]4[C@@H]5CCC6=CC(=O)CC[C@@H]6[C@H]5CC[C@]14C)[C@@H]32	21.9[100 µM]	5.6*[100 µM]	10.5[100 µM]	16.1[100 µM]	14.5[100 µM]	-20.3*[100 µM]	-6.1*[100 µM]	-22.1*[100 µM]
Nc1c(C(=O)Nc2cccc3ccccc23)sc2nc3c(cc12)CCCCC3	38.9	9.2*	19.9	40.4	19.3	63.2	15.9	24.9
O=c1cc(-c2ccccc2)oc2cc(Nc3ccccc3)cc(O)c12	102.5	99.7	40.9	95.2	88.1	97.3	102.9	103.5
COc1ccc(-c2nnc(CSc3nc(-c4c(Cl)cccc4Cl)c(C#N)c(=O)[nH]3)o2)cc1	80.0	86.9	106.6	96.0	68.7	68.1	83.1	98.2
CCC(C)NC(=O)CC(C)C (stereo not given)	106.7	115.2	89.0	103.6	92.0	/	94.0	134.2
CN1CCN(C(=O)C2CN(c3cccc(Cl)c3)N(c3cccc(Cl)c3)C2=O)CC1 (stereo not given)	78.7	96.8	55.4	89.9	89.8	52.2	65.1	91.5
CCN(CC)C(=O)O/N=C/c1ccccc1	94.3	100.2	97.2	95.6	92.6	69.9	102.5	98.9
N#Cc1ccccc1-c1n[nH]nc1-c1ccccc1	100.0	93.3	110.9	96.0	89.8	74.8	112.0	61.2

Structures from the list above containing an aryl thioether with sulfur outside any ring:
SMILES	HOP-62	CCRF-CEM	SR	EKVX	A549/ATCC	HOP-92	MOLT-4	RPMI-8226
CCn1c(Sc2nnc(N)s2)nc2c1c(=O)n(C)c(=O)n2C	100.3	104.4	94.3	99.1	102.0	101.5	103.0	/
COc1ccc(-c2nnc(CSc3nc(-c4c(Cl)cccc4Cl)c(C#N)c(=O)[nH]3)o2)cc1	80.0	86.9	106.6	96.0	68.7	68.1	83.1	98.2

Next part:
SMILES	HOP-62	CCRF-CEM	SR	EKVX	A549/ATCC	HOP-92	MOLT-4	RPMI-8226
Nc1ccc(S(=O)(=O)O)c2ccccc12	99.0&120.4	95.0&98.8	145.8	93.4&110.6	105.3	101.8	128.1&118.4	105.7&173.7
FC(F)(F)c1ccc(/C=C/c2cc(/C=C/c3ccc(C(F)(F)F)cc3)n(-c3ccccc3)n2)cc1	107.4	91.5	82.9	106.2	93.4	98.2	79.3	106.4
CCOC(=O)Nc1cc2c(cc1[N+](=O)[O-])-c1ccccc1C2=O	/	64.9	87.2	62.7	/	66.0	99.2	100.1
Cc1cc(N)c2cc(NC(=O)/C=C\c3ccccc3Cl)ccc2n1	-71.5*	-74.2*	7.1*	-71.8*	-43.5*	-69.5*	-53.2*	-70.9*
COc1ccc(-c2cc(Cl)cc3c(=O)nc(N4CCOCC4)oc23)cc1	98.6	102.5	82.9	93.4	99.1	58.2	101.3	105.1
CCOc1ccc(N=C/C=C/c2ccccc2)c(O)c1	109.0	91.0	95.5	90.0	67.6	98.7	94.9	65.8
O=C1CCCc2cc(OCCNS(=O)(=O)c3ccccc3)ccc2N1	102.4	93.6	97.8	103.8	106.8	/	103.9	92.4
COc1ccc(/C=C(\c2cc(OC)c(OC)c(OC)c2)c2nnc(-c3ccc(C)cc3)o2)cc1	88.6	/	65.9	82.3	87.9	84.3	85.5	100.2
CCCCS(=O)(=O)Nc1ccccc1C(=O)NN	88.9	94.2	94.9	104.1	98.8	106.5	101.8	103.7
O=C1NCCN1/N=C/c1ccc([N+](=O)[O-])o1	94.5	93.1	112.1	/	96.8	98.3	116.0	98.7
CCCCn1cc(-c2nc3ccccc3[nH]2)c2cccnc21	94.0	111.9	99.5	92.5	104.9	80.5	97.2	101.6
CCN(CC)CCSC1OC(=O)c2ccccc21 (stereo not given)	77.5	108.0	117.8	96.3	70.3	80.1	/	92.1
CCC(C)(C)c1ccc(OCCCCCCN2CCNCC2)cc1	/	4.2*	-2.8*	115.3	53.5	51.3	10.4	-16.4*
C#Cc1ccc(NC(=O)c2sc3nc4c(cc3c2N)CCCCC4)cc1	99.9	92.4	67.7	98.8	78.5	85.3	90.9	90.6
CC1(C)CC(=O)C2=C(C1)OC(C(=O)c1ccc(N=[N+]=[N-])cc1)C2c1ccc(Br)cc1 (stereo not given)	102.7	100.6	115.2	101.8	105.1	102.9	104.4	104.6
CC(=O)N[C@H](C(=O)N[C@@H](CCCNC(=N)N)C(=O)N[C@@H](CCCCN)C(=O)N[C@@H](CCCNC(=N)N)C(=O)NC(C(=O)N[C@@H](CC(C)C)C(=O)N[C@@H](CCCNC(=N)N)C(=O)N[C@]1(C)CCCCCC/C=C/CCC[C@@](C)(C(=O)N[C@H](C(=O)N[C@@H](CCC(=O)O)C(N)=O)C(C)C)NC(=O)[C@H](CCC(=O)O)NC(=O)[C@H](CCCNC(=N)N)NC(=O)[C@H](CCC(=O)O)NC(=O)[C@H](CCC(N)=O)NC(=O)[C@H](CC(C)C)NC(=O)[C@H](CC(C)C)NC1=O)[C@@H](C)O)C(C)C (stereo not given in full)	97.9	/	106.7	99.5	94.5	114.6	102.3	103.5
OC(CN1CCOCC1)CN1CCOCC1	106.2	92.4	95.8	117.6	109.5	86.7	102.1	91.5
COc1ccc(C(=O)COc2ccc(/C=C3\COc4ccccc4C3=O)cc2)cc1	94.6	61.9	50.3	102.1	97.1	80.7	72.2	56.8
COc1ccc(-c2nc(-c3cn(C)c4ncccc34)cs2)cc1	-49.5*[100 µM]	2.1*[100 µM]	12.2[100 µM]	-26.4*[100 µM]	12.4[100 µM]	-40.4*[100 µM]	2.8*[100 µM]	-28.1*[100 µM]
O=C(Nc1ccccn1)c1noc2ccccc12	77.0	93.8	92.8	65.4	75.0	85.5	85.7	85.4
CSc1nsc(NN)n1	82.4	100.2	110.8	95.7	100.6	97.9	99.9	97.9
Cc1cc2c(cc1C)Nc1sc(NC(=O)CN3CCOCC3)nc1C(=O)N2	100.1	90.2	77.5	/	101.8	/	84.2	101.4
C/C=C/c1ccc(OC)cc1	99.9	167.6	/	102.0	114.4	86.9	119.9	122.3
